# HT1080 cytotoxicity: cytotoxicity in HT1080 fibrosarcoma cells, cell-based, fluorescence readout (AID 620); HT1080 viability, fluorescence; higher % means a stronger effect; cytotoxicity, % at 10 µM; hits with a dose series show EC50 in µM; actives 0.42% (n = 87,000);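 further: cells exposed to compound overnight then 4 h with Alamar Blue; 0% = vehicle DMSO and 100% = killing control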
# LYP phosphatase: LYP phosphatase inhibitors, primary screen, biochemical, DiFMUP fluorescence, recombinant catalytic domain, 10 µM (AID 606). recombinant LYP catalytic domain, DiFMUP fluorescence; higher % means a stronger effect. inhibition, % at 10 µM, or IC50 in µM where a hit was titrated. 52,000 tested, under 10 active;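 active means IC50 under 40 µM in the dose-response test; inactive means IC50 of 40 µM or more, or never dose-tested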
# KRASV12 cytotoxicity: cytotoxicity in KRAS-transformed pancreatic duct cells, primary screen, cell-based, fluorescence, HTS (AID 431). HPDE-C7K KRASV12 cells, Alamar Blue viability, 48 h; higher % means a stronger effect. cytotoxicity, % at 10 µM, or EC50 in µM where a hit was titrated. actives 1.7% (n = 63,000);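 active means compounds whose percent cytotoxicity in the single-dose primary screen, scaled between solvent and toxic-drug controls, exceeds 50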;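 further: 0% = DMSO solvent wells and 100% = doxorubicin-treated wells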
# Bfl-1 inhibitors: Bfl-1 inhibitors, primary screen, biochemical, fluorescence polarization, FITC-Bid, mouse (AID 432). Bcl-2-related protein A1 (Mus musculus). FITC-Bid BH3 peptide fluorescence polarization displacement; higher % means a stronger effect. displacement, % at 20 µM, or IC50 in µM where a hit was titrated. actives 0.02% (n = 64,000); in the data active means a potency from the dose series; inactive means the rest, 99 in 100 with displacement below about 15%; further: strong numbers were not always called active
# MK inhibit: S. pneumoniae MK inhibitors, primary screen, biochemical, PK/LDH-coupled NADH absorbance; mevalonate kinase [Streptococcus pneumoniae D39]; purified MK, PK/LDH-coupled NADH absorbance 340 nm; inhibition, % at 10 µM; actives 0.48% (n = 65,000);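 active means ranked among the strongest by inhibition in the single 10 µM screen, a fixed top-ranked set picked for dose follow-up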; further: no value below 0 was filed
# HPDE-C7 viability: cytotoxicity in HPDE-C7 cells, cell-based, fluorescence, HTS (AID 430); cytotoxicity, % at 10 µM; hits with a dose series show EC50 in µM; HPDE-C7 pancreatic duct cells viability, fluorescence; higher % means a stronger effect; actives 1.8% (n = 63,000);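 further: cells exposed to compound for 48 hours before viability readout; 0% = vehicle and 100% = reference cytotoxic drug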
# DPM-DC inhibit: S. pneumoniae DPM-DC inhibitors, primary screen, biochemical, PK/LDH-coupled NADH fluorescence; diphosphomevalonate decarboxylase (Streptococcus pneumoniae D39); purified DPM-DC; calls only at 10 µM; actives 0.49% (n = 65,000);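 active means the 320 compounds with the highest percent inhibition in the single-dose primary screen, excluding strongly autofluorescent ones, cut at about 32% in these data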;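 further: kinetic rate of NADH fluorescence loss reporting ADP formed by the decarboxylase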
# TNAP inhibition: human TNAP enzyme inhibitors, biochemical, luminescent (AID 518). actives 0.09% (n = 64,000). one-dose inhibition, % at 20 µM; IC50 in µM for titrated hits. purified TNAP enzyme, luminescent substrate readout; higher % means a stronger effect. Alkaline phosphatase, tissue-nonspecific isozyme (Homo sapiens); in the data active means a potency from the dose series; inactive means the rest, 99 in 100 with inhibition below about 22%;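 further: plate controls were vehicle for no effect and reference inhibitor for full effect; many of its hits are not listed in these tables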
# PMK inhibit: S. pneumoniae PMK inhibitors, primary screen, biochemical, mevalonate pathway, pilot trial included | actives 0.49% (n = 65,000) | purified PMK, PK/LDH-coupled NADH absorbance 340 nm | inhibition, % at 10 µM | phosphomevalonate kinase (Streptococcus pneumoniae D39);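 active means top-ranked compounds by inhibition in the single 10 µM screen, taking a fixed number of the strongest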;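 further: 0% = full reaction with DMSO carrier and 100% = background rate without enzyme reaction; no value below 0 was filed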
# PMK inhibit pilot replicates: second read-out of PMK inhibit, no call of its own (marks repeat the call); inhibition, %; measured here: pilot screen replicates
# MK inhibit pilot replicates: further read-out of MK inhibit, marked with its call; inhibition, %; measured here: pilot screen replicates
# DPM-DC inhibit pilot screen %: second read-out of DPM-DC inhibit, no call of its own (marks repeat the call); inhibition, %; measured here: pilot screen trials
# An asterisk follows results filed as active; i = inactive; . = no result given. Unless noted, no stated cut-off is given here; in the data, active means cytotoxicity above about 50%; inactive means the rest.
SMILES,HT1080 cytotoxicity,LYP phosphatase,KRASV12 cytotoxicity,Bfl-1 inhibitors,MK inhibit,HPDE-C7 viability,DPM-DC inhibit,TNAP inhibition,PMK inhibit,others
O=S(=O)(NCC(c1cccnc1)N1CCN(c2ccccc2)CC1)c1cccs1 (stereo not given),2%,.,10%,-3%,0,9%,i,10%,16,
c1ccc(-c2nc(NC3CC3)nc(-n3ccnc3)n2)cc1,24%,10%,2%,-5%,0,10%,i,12%,17,
Cc1ccc2c(CN3CCN(CCO)CC3)cc(=O)oc2c1,-6%,1%,2%,-3%,11,-5%,i,8%,13,
c1ccc(OCCOc2ccccc2-c2nnco2)cc1,12%,.,-1%,-1%,4,3%,i,5%,22,
Cn1nnc2cc(C(=O)N3CCSCC3)ccc21,3%,-2%,4%,1%,1,2%,i,10%,0,
Cn1c(=O)c2c(nc(SCCN3CCCCC3)n2Cc2ccc(Cl)cc2)n(C)c1=O,-12%,5%,28%,-3%,0,33%,i,11%,9,
NCc1ccc(-c2nc3ccccc3o2)cc1,-4%,.,7%,5%,6,1%,i,7%,1,
CCCCCC(=O)N(O)C1CC(=O)N(c2ccccc2)C1=O (stereo not given),7%,0%,.,-3%,16,.,i,5%,13,
COc1cc(NC(=O)CCN2CCN(c3ccccc3F)CC2)cc(OC)c1,0%,15%,29%,-5%,12,12%,i,6%,10,
CSc1nc2ccc(NC(=O)C3CCCO3)cc2s1 (stereo not given),-5%,3%,-7%,1%,5,-13%,i,4%,12,
Cn1c(=O)n(C)c2cc(C(N)=O)ccc21,2%,3%,-6%,5%,7,-2%,i,2%,0,
NC(=O)CSc1ncnc2c1oc1ccccc12,-2%,2%,-7%,-1%,4,-9%,i,4%,19,
CCOC(=O)C1CCCN(C(=O)Cn2ncc3c(=O)oc4ccc(C)cc4c32)C1 (stereo not given),4%,.,2%,-3%,3,-8%,i,10%,5,
NC(=O)c1cnn2c(C(F)(F)F)cc(-c3ccccc3)nc12,4%,3%,-5%,0%,18,-4%,i,6%,5,
CCSc1nnc(NC(=O)CSc2nccn2-c2cccc(C)c2)s1,.,.,-1%,-5%,1,-6%,i,9%,8,

# Sorted by molar mass (rising): some entries from above.
SMILES,HT1080 cytotoxicity,LYP phosphatase,KRASV12 cytotoxicity,Bfl-1 inhibitors,MK inhibit,HPDE-C7 viability,DPM-DC inhibit,TNAP inhibition,PMK inhibit,others
Cn1c(=O)n(C)c2cc(C(N)=O)ccc21,2%,3%,-6%,5%,7,-2%,i,2%,0,
NCc1ccc(-c2nc3ccccc3o2)cc1,-4%,.,7%,5%,6,1%,i,7%,1,
NC(=O)CSc1ncnc2c1oc1ccccc12,-2%,2%,-7%,-1%,4,-9%,i,4%,19,
Cn1nnc2cc(C(=O)N3CCSCC3)ccc21,3%,-2%,4%,1%,1,2%,i,10%,0,
c1ccc(-c2nc(NC3CC3)nc(-n3ccnc3)n2)cc1,24%,10%,2%,-5%,0,10%,i,12%,17,
Cc1ccc2c(CN3CCN(CCO)CC3)cc(=O)oc2c1,-6%,1%,2%,-3%,11,-5%,i,8%,13,
NC(=O)c1cnn2c(C(F)(F)F)cc(-c3ccccc3)nc12,4%,3%,-5%,0%,18,-4%,i,6%,5,
COc1cc(NC(=O)CCN2CCN(c3ccccc3F)CC2)cc(OC)c1,0%,15%,29%,-5%,12,12%,i,6%,10,
CCSc1nnc(NC(=O)CSc2nccn2-c2cccc(C)c2)s1,.,.,-1%,-5%,1,-6%,i,9%,8,
CCOC(=O)C1CCCN(C(=O)Cn2ncc3c(=O)oc4ccc(C)cc4c32)C1 (stereo not given),4%,.,2%,-3%,3,-8%,i,10%,5,
O=S(=O)(NCC(c1cccnc1)N1CCN(c2ccccc2)CC1)c1cccs1 (stereo not given),2%,.,10%,-3%,0,9%,i,10%,16,
Cn1c(=O)c2c(nc(SCCN3CCCCC3)n2Cc2ccc(Cl)cc2)n(C)c1=O,-12%,5%,28%,-3%,0,33%,i,11%,9,

# Following part.
SMILES,HT1080 cytotoxicity,LYP phosphatase,KRASV12 cytotoxicity,Bfl-1 inhibitors,MK inhibit,HPDE-C7 viability,DPM-DC inhibit,TNAP inhibition,PMK inhibit,others
CCC1CCCCN1CCCNC(=O)C1CCN(S(=O)(=O)N2CCCCC2)CC1 (stereo not given),3%,.,3%,-3%,0,0%,i,3%,17,
CCc1nnc(NC(=O)CSc2ncc(-c3ccccc3)n2CC)s1,-5%,5%,14%,-8%,13,-6%,i,8%,7,
COCCn1c(SCC(=O)N2CCCC2)nnc1-c1ccoc1C,14%,.,4%,-6%,6,6%,i,11%,3,
CCOC(=O)N1CCN(S(=O)(=O)c2cccc3nsnc23)CC1,23%,-6%,.,.,0,.,i,.,11,
Clc1ccc(-c2nnc(N3CCCC3)nn2)cc1,.,7%,11%,-6%,9,-11%,i,11%,2,
Cc1ccccc1OC(C)C(=O)NC1CCCC1 (stereo not given),6%,-3%,-14%,-2%,9,-29%,i,-3%,3,
CC1Cc2ccccc2N1C(=O)CCS(=O)(=O)c1cccc2nonc12 (stereo not given),20%,5%,-7%,1%,8,-16%,i,5%,0,
COC(=O)Cc1n[nH]c(=S)[nH]c1=O,31%,.,.,-1%,10,.,i,1%,7,
COc1ccccc1C(=O)N1CCN(S(=O)(=O)Cc2ccccc2)CC1,0%,-6%,0%,-8%,4,-6%,i,4%,5,
COc1ccc(N2CCN(S(=O)(=O)c3ccc(Br)s3)CC2)cc1,14%,1%,-6%,-5%,14,-8%,i,3%,13,
CCN(CC)CCCN1C(=O)C(=O)/C(=C(/O)c2ccccc2)C1c1cc(OC)ccc1OC (stereo not given),1%,0%,-9%,0%,4,-3%,i,11%,5,
CCOc1ccc(NC(=O)C(C)Sc2nnc(C)n2C)cc1 (stereo not given),-3%,-9%,4%,2%,4,1%,i,12%,3,PMK inhibit pilot replicates=6.5;MK inhibit pilot replicates=3.0;DPM-DC inhibit pilot screen %=0.0
NC(=O)C(c1ccccc1)C1CCCC1 (stereo not given),-2%,.,6%,-1%,4,3%,i,6%,10,
Cc1ccc(Cn2c(SCC(N)=O)nc3c2c(=O)n(C)c(=O)n3C)cc1,5%,1%,7%,0%,6,5%,i,7%,9,PMK inhibit pilot replicates=0.0;MK inhibit pilot replicates=0.0;DPM-DC inhibit pilot screen %=0.0
Cc1cc(C)n(-c2ccc(C(=O)NCc3ccc4c(c3)OCO4)cc2)n1,-2%,6%,-23%,3%,0,-15%,i,-6%,14,
C(=C\CSc1nnnn1-c1ccccc1)/CSc1nnnn1-c1ccccc1,.,-6%,-13%,1%,3,-4%,i,10%,0,
Cc1ccc(S(=O)(=O)N2CCCC2C(=O)N(C)Cc2cccs2)cc1 (stereo not given),9%,1%,-1%,0%,0,-3%,i,8%,18,
O=C1c2cccc3cccc(c23)C(=O)N1c1cccnc1,0%,-12%,13%,-6%,8,-2%,i,11%,0,
COc1cccc(NC(=O)CSc2nnc(-c3cc(C)n(-c4ccccc4)c3C)o2)c1,0%,5%,42%,-4%,0,38%,i,7%,7,
CCN(Cc1ccccc1)C(=O)CC1Oc2ccccc2NC1=O (stereo not given),-4%,4%,-5%,0%,9,4%,i,3%,3,
C=CCn1c(N)c(C(=O)Nc2ccccc2OC)sc1=S,0%,.,-23%,4%,4,-12%,i,6%,9,
CCOc1cc(CNc2ncnc3nc[nH]c23)ccc1OC,-2%,12%,6%,-4%,10,3%,i,-14%,3,
COc1ccc(-c2nnc(CSc3ncnc4sc5c(c34)CCC5)o2)cc1OC,4%,10%,-1%,-8%,7,0%,i,1%,8,
CCOC(=O)Cn1cnc2c(nnn2-c2ccc(C)cc2)c1=O,-1%,11%,0%,-2%,6,-9%,i,-3%,4,
CCn1cc(SCC(=O)NCC2CCCO2)c2ccccc21 (stereo not given),.,.,-8%,4%,6,-5%,i,15%,16,PMK inhibit pilot replicates=0.0;MK inhibit pilot replicates=0.0;DPM-DC inhibit pilot screen %=0.0
O=C1c2ccccc2C(=O)N1Cc1nc(-c2ccncc2)no1,4%,7%,4%,-2%,7,4%,i,16%,6,
O=C(NCc1cccnc1)C1CCN(S(=O)(=O)N2CCC3(CC2)OCCO3)CC1,3%,9%,0%,2%,3,-6%,i,5%,16,
Cn1ccnc1Sc1nnnn1-c1ccccc1,-4%,.,-10%,8%,5,-15%,i,0%,11,
CC(C)N(C(=O)COc1ccc(Br)cc1Cl)C(C)C,7%,-4%,-4%,-5%,6,-7%,i,5%,5,
CCCCOC(=O)C1=C(C)Nc2ncnn2C1c1ccc(OC)c(OC)c1OC (stereo not given),9%,.,0%,-7%,3,0%,i,5%,7,
O=C1CCCCCC1C1(O)C(=O)Nc2ccccc21 (stereo not given),-24%,8%,-9%,-8%,8,-14%,i,7%,11,PMK inhibit pilot replicates=0.0;MK inhibit pilot replicates=0.0;DPM-DC inhibit pilot screen %=0.0
CC1(C)CC(=O)C2=C(C1)N(c1ccccc1)C(N)=C(C#N)C2c1cccnc1 (stereo not given),-1%,12%,-12%,-2%,0,-8%,i,5%,15,
CCOC(=O)Cc1c(C)nc2c(-c3ccc(Cl)cc3)c[nH]n2c1=O,-3%,1%,8%,3%,5,18%,.,18%,8,
CSc1nc(N)c(C#N)c(-c2ccccc2Cl)c1C#N,6%,3%,-19%,8%,8,-1%,i,4%,0,
O=C(O)C1CCC(=O)N1C1CCCC1 (stereo not given),22%,3%,-10%,-6%,10,-18%,i,5%,3,

# Ordered by molar mass (lowest first): some entries from above
SMILES,HT1080 cytotoxicity,LYP phosphatase,KRASV12 cytotoxicity,Bfl-1 inhibitors,MK inhibit,HPDE-C7 viability,DPM-DC inhibit,TNAP inhibition,PMK inhibit,others
O=C(O)C1CCC(=O)N1C1CCCC1 (stereo not given),22%,3%,-10%,-6%,10,-18%,i,5%,3,
O=C1CCCCCC1C1(O)C(=O)Nc2ccccc21 (stereo not given),-24%,8%,-9%,-8%,8,-14%,i,7%,11,PMK inhibit pilot replicates=0.0;MK inhibit pilot replicates=0.0;DPM-DC inhibit pilot screen %=0.0
CC1(C)CC(=O)C2=C(C1)N(c1ccccc1)C(N)=C(C#N)C2c1cccnc1 (stereo not given),-1%,12%,-12%,-2%,0,-8%,i,5%,15,
